# Assay outcomes: PubChem BioAssay, Sanford-Burnham Center for Chemical Genomics
# UBC13 polyUb: human UBC13 polyubiquitination inhibition. UBC13 polyubiquitin chain formation, TR-FRET. 0.47% of 330,000 active. inhibition, % at 20 µM; in the data active = inhibition above about 45%, passing the limit was not always enough
# Target sequence (P61088 whole entry, looked up): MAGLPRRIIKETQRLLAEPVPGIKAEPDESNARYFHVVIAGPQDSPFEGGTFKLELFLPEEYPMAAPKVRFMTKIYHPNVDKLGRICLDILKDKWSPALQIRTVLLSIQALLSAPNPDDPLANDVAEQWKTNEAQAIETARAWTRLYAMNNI
# HKDC1 inh: blocks human hexokinase HKDC1 activity; inhibition, % at 20 µM; 0.16% of 340,000 active; recombinant HKDC1, G6PDH/diaphorase resazurin coupled fluorescence; AID 493160; Q2TB90;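 active = inhibition above about 35% when tested at 20 µM, limit read from the data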;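 also: plate controls were DMSO wells with enzyme for no effect and DMSO wells lacking enzyme for full effect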
#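 Assay system: in-house recombinant HK5 (HKDC1) enzyme. Input: HKDC1 at 5 µg/mL. Medium: Tris pH 8.0 buffer with MgCl2, Tween-20, BSA, BME. Dosing: single 20 µM dose. Schedule: 90 min reaction incubation at room temperature, dark. Signal: resazurin-to-resorufin fluorescence via G6PDH and diaphorase coupling, 525/613 nm. Controls: DMSO-enzyme wells negative, buffer-substituted wells positive.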
# Gli-Sufu block: Gli-Sufu pathway antagonism. Sufu-KO-LIGHT fibroblasts, Gli luciferase reporter luminescence. inhibition, % at 5 µM. 0.74% of 340,000 active;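 active = inhibition above about 55%, limit read from the data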;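 also: 0% = DMSO-treated cells and 100% = wells with medium but no cells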
# Apaf1 inhib: inhibitors of human Apaf-1 apoptosome | O14727 | reconstituted apoptosome caspase-3 activity, DEVD-Rh110 fluorescence | inhibition, % at 20 µM | 0.71% of 330,000 active; active = inhibition of at least 40% at 20 µM;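 also: plate controls were DMSO wells for no effect and DEVD-CHO caspase inhibitor wells for full effect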
#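 System: Apoptosome proteins | Medium: Hepes pH 7.5 with detergent and BSA | Also added: Cytochrome c trigger plus (Z-DEVD)2-Rh110 caspase-3 substrate | Incubation: 30 min compound preincubation, 50 min activation, room temperature | Detection: Rhodamine 110 fluorescence at Ex 480/Em 540 nm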
# Jurkat NFkB inh: inhibitors of the PMA/ionomycin-induced NF-kB reporter in Jurkat cells. PMA/ionomycin-induced NF-kB luciferase reporter, luminescence. 0.53% of 330,000 active. AID 435003. inhibition, % at 4 µM
# SENP8 inh: inhibitors of human SENP8 protease; Q96LD8; purified SENP8, Z-RLRGG-aminoluciferin cleavage, luminescence; inhibition, % at 10 µM; 1.2% of 330,000 active; AID 2540
# Target sequence (Q96LD8 whole entry, looked up): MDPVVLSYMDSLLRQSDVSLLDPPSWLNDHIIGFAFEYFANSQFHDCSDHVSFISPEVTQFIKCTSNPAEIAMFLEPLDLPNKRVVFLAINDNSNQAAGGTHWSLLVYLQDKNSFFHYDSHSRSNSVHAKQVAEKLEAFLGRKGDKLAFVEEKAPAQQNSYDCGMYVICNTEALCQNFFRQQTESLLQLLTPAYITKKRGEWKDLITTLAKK
# 697 NFkB inh: lowers PMA/ionomycin-induced NF-kB signal in 697 B cells; 697 B-cell NF-kB luciferase reporter, 16 h; inhibition, % at 4 µM; 0.33% of 330,000 active; AID 435022; in the data active = inhibition above about 35%
# SENP7 block: SENP7 protease inhibition; 1.5% of 330,000 active; recombinant SENP7, Z-RLRGG-aminoluciferin luminescence, 40 min; inhibition, % at 5 µM;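 active = inhibition above about 50% at the single test dose, limit read from the data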;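 also: plate controls were DMSO with enzyme for no effect and no enzyme buffer wells for full effect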
# Target sequence (Q9BQF6 706-1050 limits assumed): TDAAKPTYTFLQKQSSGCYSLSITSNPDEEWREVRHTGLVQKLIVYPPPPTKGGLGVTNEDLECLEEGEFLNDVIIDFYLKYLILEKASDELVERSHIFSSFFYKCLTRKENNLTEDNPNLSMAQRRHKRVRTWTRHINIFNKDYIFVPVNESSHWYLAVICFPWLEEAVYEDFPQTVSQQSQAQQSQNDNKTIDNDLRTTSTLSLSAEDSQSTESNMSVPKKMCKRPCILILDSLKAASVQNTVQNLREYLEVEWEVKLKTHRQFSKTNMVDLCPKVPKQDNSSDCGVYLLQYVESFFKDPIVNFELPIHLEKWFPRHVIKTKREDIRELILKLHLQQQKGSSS
# Numbers without * were called inactive; i = inactive; . = not tested or not shown. Rule as the data show it, unless noted: active = inhibition above about 50%; inactive = the rest.
SMILES	UBC13 polyUb	Gli-Sufu block	SENP7 block	HKDC1 inh	SENP8 inh	Jurkat NFkB inh	Apaf1 inhib	697 NFkB inh
O=C(Nc1cc(C(F)(F)F)ccc1N1CCCCC1)c1ccc(Br)o1	-2	15	1	1	-3	2	6	2
CCn1nc(C)cc1C(=O)N1CCCC(C(=O)c2ccc(OC)cc2C)C1 (configuration not stated)	-6	6	-11	-2	-16	-20	2	-22
Cc1ccc(-c2ccc(=O)n(CC(=O)Nc3cccc(C(=O)N4CCN(C)CC4)c3)n2)cc1	2	0	9	-1	-2	-3	-4	7
CC1=C(C(=O)Nc2cc(C(=O)NCCCOC(C)C)ccc2C)SCCO1	-3	2	-13	-2	-11	-21	-3	10
CCc1nnc(NC(=O)C2CCCN2C(=O)Nc2ccc(C)cc2)s1 (configuration not stated)	4	-14	-9	-6	5	14	-3	28
Cc1ccc(-c2nn(-c3ccccc3)cc2C2SCC(=O)N2Cc2ccccc2)o1 (configuration not stated)	-2	4	6	1	-2	0	26	-14
CC(C)c1ccc(C(N)=S)cc1	8	-3	-2	-7	2	-1	6	-14
Cc1ccc(C(C)(O)CS(=O)(=O)Cc2ccccc2Cl)cc1 (configuration not stated)	4	6	-5	-5	-2	-3	10	0
CCCC[C@@H]1C=C(C(=O)O)[C@H](c2ccc(CC)cc2)N1S(=O)(=O)c1ccc(C)cc1	-18	-1	11	2	8	12	18	17
Cn1cnnc1SCC(=O)c1ccc(OC(F)F)cc1	3	-1	-2	14	2	8	-9	6
C/C(Cl)=C/Cn1c(NCCN(C)C)nc2c1c(=O)n(C)c(=O)n2C	-1	-4	13	0	4	5	6	-5
O=C1CCN(CCc2ccccc2)CCN1[C@H](CSc1ccccc1)Cc1ccccc1	7	62*	9	3	-1	-3	31	-7

SMILES	UBC13 polyUb	Gli-Sufu block	SENP7 block	HKDC1 inh	SENP8 inh	Jurkat NFkB inh	Apaf1 inhib	697 NFkB inh
COc1ccc(NC(=S)N(CCCOC(C)C)C2CCN(C(C)=O)CC2)cc1Cl	1	3	1	1	-3	-8	10	-10
C/C(=C\C(=O)OCCCCCCCCC(=O)O)C[C@@H]1OC[C@H](C[C@@H]2O[C@H]2[C@@H](C)[C@H](C)O)[C@@H](O)[C@H]1O	4	-8	5	-3	-3	-1	-3	17
COc1cccc(NC(=O)CSc2nnc(-c3ccoc3C)n2CC2CCCO2)c1 (configuration not stated)	-5	8	-6	-3	-9	11	5	2
CCCNC(=O)NC(=O)CSc1cccc(C(F)(F)F)c1	2	-7	9	-3	0	-16	9	11
COc1ccc(NC(=O)C(C)NS(=O)(=O)c2ccccc2)cc1Cl (configuration not stated)	-2	19	-7	-2	-5	-29	14	-11
COC(=O)C(NS(C)(=O)=O)(c1c(C)[nH]c2ccccc12)C(F)(F)F (configuration not stated)	5	18	1	-4	0	-9	-5	4
O=C(c1cccc(S(=O)(=O)N2CCCCC2)c1)N1CCN(Cc2ccccc2)CC1	8	.	-1	-1	5	-1	10	1
CC(=O)c1ccc(C(=O)Nc2ccc(N3CCOCC3)cc2)cc1	0	19	10	-3	2	12	-10	13
CCCN(CCC)CCCNC(=O)c1cn(-c2ccc(OC)cc2)c(=O)c2ccccc12	0	-7	-3	-2	-8	-30	4	5
O=C1CSC(=Nc2ccccc2)N1	7	1	-6	-2	-5	-4	-9	4
[O-][n+]1cccc2c(Br)cc(Br)c(O)c21	-40	-3	7	6	18	7	73*	0
O=C(Cc1ccc(S(=O)(=O)N2CCOCC2)s1)NCCc1ccc(F)cc1	0	-2	1	-4	-8	12	10	23

# Four records drawn at random from those above:
SMILES	UBC13 polyUb	Gli-Sufu block	SENP7 block	HKDC1 inh	SENP8 inh	Jurkat NFkB inh	Apaf1 inhib	697 NFkB inh
CC(=O)c1ccc(C(=O)Nc2ccc(N3CCOCC3)cc2)cc1	0	19	10	-3	2	12	-10	13
COC(=O)C(NS(C)(=O)=O)(c1c(C)[nH]c2ccccc12)C(F)(F)F (configuration not stated)	5	18	1	-4	0	-9	-5	4
COc1ccc(NC(=S)N(CCCOC(C)C)C2CCN(C(C)=O)CC2)cc1Cl	1	3	1	1	-3	-8	10	-10
O=C(c1cccc(S(=O)(=O)N2CCCCC2)c1)N1CCN(Cc2ccccc2)CC1	8	.	-1	-1	5	-1	10	1

# Next section
SMILES	UBC13 polyUb	Gli-Sufu block	SENP7 block	HKDC1 inh	SENP8 inh	Jurkat NFkB inh	Apaf1 inhib	697 NFkB inh
CCC(C)c1ccccc1NC(=O)CN(CC)CC(=O)Nc1ccc2c(c1)OCCO2 (configuration not stated)	26	-7	-1	1	6	-2	6	-5
Cn1c(=O)n(C)c2cc(N3CCOCC3)c(NC(=O)c3ccc(F)cc3)cc21	-3	3	6	0	-10	-5	-5	6
COc1cc(OC)cc(-c2c(-c3cccs3)c3cc(-c4cnc(N)nc4)ccc3n2C)c1	21	10	8	-3	3	18	9	-14
CC(=O)c1cccc(NS(=O)(=O)c2c(C(=O)N3CCOCC3)c(C)n(C)c2C)c1	6	29	-6	-3	-5	6	-2	0
CN(Cc1ccccc1)C(=O)c1ccccc1NC(=O)C1CC1	4	-5	1	-10	2	-7	-3	-11
Cc1ccc(/C=C/C(=O)C2C(=O)c3ccccc3C2=O)cc1	-4	-50	7	-3	-10	9	3	-17
C/C(=N\Nc1nnc(C)c(=O)[nH]1)C(=O)O	-4	38	-4	-1	1	7	-15	22
CCN(CC)C(=O)c1ccc(CS(=O)(=O)c2ccc(OC)cc2)o1	-6	1	0	-5	0	-1	-9	4
CC(C)OCCCNC(=O)c1ccc(NC(=O)C2CCCO2)cc1 (configuration not stated)	-3	12	0	-5	3	0	0	7
COc1ccc(C(=O)C(C)OC(=O)c2sc(C)nc2C)cc1 (configuration not stated)	7	-6	0	-7	-7	-10	11	-19
O=C(N/N=C/c1ccc([N+](=O)[O-])cc1)c1cc2ccccc2o1	-4	-3	2	2	4	18	-34	6
COc1ccc(C(=O)C(Cc2cc(C(C)=O)ccc2OC)N2CCCC2)cc1 (configuration not stated)	1	-4	-4	1	-9	-2	14	7

SMILES	UBC13 polyUb	Gli-Sufu block	SENP7 block	HKDC1 inh	SENP8 inh	Jurkat NFkB inh	Apaf1 inhib	697 NFkB inh
COC(=O)c1ccc(NC(=O)COc2cccc3c2OC(C)(C)C3)cc1	-1	8	-3	2	-13	1	17	-19
N#CCSc1ccc2nc(-c3ccccc3)cn2n1	15	-24	0	0	-3	-91	-3	-81
O=C(Nc1ccon1)c1cc(-c2ccccc2)nc2ccccc12	1	-4	-2	-4	1	-7	-6	16
Cc1ccc(C(=O)Nc2nc(C)c(C(=O)Nc3ccc4c(c3)CCC4)s2)cc1	4	-1	42	-2	17	3	-21	-136
COCCNc1cnn(-c2ccccc2)c(=O)c1Cl	4	-5	4	5	7	2	-1	2
Cc1ccc(S(=O)(=O)NCC2CCC(C(=O)N3CCOCC3)CC2)cc1 (configuration not stated)	3	5	7	-3	2	-1	-3	12
S=c1[nH]nc(-c2ccccc2)n1/N=C/c1ccc(-c2ccccc2Cl)o1	-15	15	-6	-5	-8	-12	23	i
O=C(Nc1ccc(F)cc1F)Nc1sccc1-c1nc2ccccc2s1	18	6	-2	-1	-3	2	0	-4
CC(C)(C)C(=O)NNC(=O)c1cnccn1	1	3	6	6	-4	0	-5	45*
Cc1cc(OCC(=O)Nn2cnnc2)c(C)cc1Br	-6	14	5	-6	2	21	-5	0
O=c1c2c(n3nnnc3n1-c1ccccc1)-c1ccccc1CC21CCCC1	6	4	-8	-6	-7	0	5	10
CCc1cc2ccc(C)cc2nc1SCC(=O)c1ccc(NC(C)=O)cc1	7	9	0	-3	-9	-10	-12	-8

SMILES	UBC13 polyUb	Gli-Sufu block	SENP7 block	HKDC1 inh	SENP8 inh	Jurkat NFkB inh	Apaf1 inhib	697 NFkB inh
CCn1nnc(NC(=O)CSc2ccc(Cl)cc2)n1	10	1	5	1	-3	2	-9	20
Cn1c(=O)n(Cc2ccccc2F)c(=O)c2c1nc1n2CCN1Cc1ccco1	-2	0	8	-4	-1	-19	4	7
CCc1ccc(NC(=O)NNC(=O)c2ccc3ccccc3c2O)cc1	9	9	-8	17	6	14	11	7
COc1ccc(CCn2c(=N)c(S(=O)(=O)c3ccc(Cl)cc3)cc3c(=O)n4ccccc4nc32)cc1	-14	45	-15	-3	-11	-10	7	-21
O=C(COC(=O)CC1CC2CCC1C2)NC(=O)NC1CCCC1 (configuration not stated)	-4	-7	-11	2	-10	-12	23	-18
CC(C)NS(=O)(=O)c1ccc(Br)c(C(=O)OC(C)C(=O)NC2CCCCC2C)c1 (configuration not stated)	-4	3	-5	-1	4	-6	9	-53
Cc1ccc2c(c1)C1CN(C)CCC1N2C(=O)c1ccccc1NS(=O)(=O)c1ccc(F)cc1C (configuration not stated)	6	13	5	-5	-1	6	4	13
Cc1ccc(C)c2sc(NC(=O)c3nc4ccccc4s3)nc12	-3	-1	-4	-4	-1	-6	-6	-12
Cn1c2ccccc2c(=O)c2ccc(C#CC3(N)CCCCC3)cc21	29	16	0	10	-19	-176	38	-165
COC(=O)c1ccc(N2CCN(C(C)=O)CC2)c(NC(=O)COc2ccccc2C)c1	-3	-3	6	0	-1	-29	6	-10
CCOc1ccc(S(=O)(=O)Nc2cccc(OC)c2)cc1	2	5	1	10	3	3	8	-30
CCCCN(C(=O)NC(=O)Nc1cccc(C)c1C)S(C)(=O)=O	-2	1	-17	-3	-13	-14	7	12

SMILES	UBC13 polyUb	Gli-Sufu block	SENP7 block	HKDC1 inh	SENP8 inh	Jurkat NFkB inh	Apaf1 inhib	697 NFkB inh
COc1ccc(S(=O)(=O)N(CC(=O)N/N=C/c2cccs2)c2cc(C)cc(C)c2)cc1OC	-2	-11	0	1	1	-6	12	22
COc1ccc(CCNC(=O)c2cnn(-c3ccc(C)c(C)c3)c2NC(=O)c2ccco2)cc1OC	-4	5	-9	-5	1	3	-10	16
O=C(N/N=C/c1ccccc1C(=O)O)c1cccc(S(=O)(=O)Nc2cc(Cl)ccc2Cl)c1	-7	-8	1	5	11	15	16	5
c1ccc(C2Oc3ccccc3C3CC(c4cccs4)=NN32)cc1 (configuration not stated)	7	6	4	-6	4	-5	-7	-47
COc1ccc(NC(=O)COC(=O)Cn2cnc3ccccc3c2=O)c(OC)c1	3	-3	-1	0	-7	7	-8	22
O=C(Cn1ccc(C(F)(F)F)n1)N/N=C/c1ccc2c(c1)OCO2	-16	58*	-6	5	3	-32	4	-16
O=C(N/N=C/C=C/c1cccc([N+](=O)[O-])c1)c1ccncc1	-7	-6	13	0	-9	-11	-9	5
O=C(Cn1cc(SCc2ccccc2Cl)c2ccccc21)N1CCOCC1	13	-66	40	7	43	-28	6	-25
COCC(=O)N(Cc1cc2cc(OC)ccc2[nH]c1=O)c1ccccc1	15	7	-2	-8	-6	-6	-6	21
Cc1ccsc1CN(C)C(=O)CN1C(=O)NC2(CCCCC2C)C1=O (configuration not stated)	-13	1	-8	0	-6	-10	14	0
CC(C)c1ccc(N(C(=O)c2csnn2)C(C(=O)NC2CCCC2)c2ccncc2)cc1 (configuration not stated)	2	22	9	-5	4	-20	1	-12
Cc1nc(SCC(=O)Nc2cc(C)on2)c2c(C)c(C)sc2n1	0	9	1	0	1	19	-13	8

SMILES	UBC13 polyUb	Gli-Sufu block	SENP7 block	HKDC1 inh	SENP8 inh	Jurkat NFkB inh	Apaf1 inhib	697 NFkB inh
Cc1ccc(C(=O)Nc2nc(=O)n(C(=O)CC(C)C)s2)cc1	-2	-2	-3	0	-10	-3	0	-3
Clc1cccc(/C=N\Nc2nccs2)c1	-2	-37	-12	3	-3	-27	19	-59
Cc1nc(N2CCOCC2)[nH]c(=O)c1CCC(C)C	-6	.	-3	-8	4	10	12	5
CSc1nsc(NC(=O)CCNC(=O)c2ccc([N+](=O)[O-])cc2)n1	-4	20	5	-5	3	1	5	-1
COc1ccc(-c2nn(-c3ccccc3)cc2C(=O)NC2CC2)cc1	4	-12	0	-2	0	-4	-7	11

# Single entries from the entries so far:
# Entry of Cc1ccsc1CN(C)C(=O)CN1C(=O)NC2(CCCCC2C)C1=O (configuration not stated) under Gli-Sufu block: 1
# Entry of CCc1ccc(NC(=O)NNC(=O)c2ccc3ccccc3c2O)cc1 under SENP7 block: -8
